# Assay outcomes deposited in PubChem by several laboratories.
# PRMT1 inh: PRMT1 (human) inhibition, primary screen; Q99873; recombinant PRMT1, activity-based probe fluorescence polarization; inhibition, % at 2.79 µM; 370,000 compounds, 1.3% hits; AID 652257;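 active means inhibition above about 21% made by adding two undisclosed values, limit read from the data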
# NR1D1 modulator: modulates human Rev-erb alpha binding to DNA | Rev-erbα–FITC-DNA binding, fluorescence polarization, 90 min | activity, % at 10 µM | 370,000 compounds, 0.79% hits;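 active means activity above about 14%, limit read from the data; passing the limit was not always enough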;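 further: 0% = DMSO wells with 35 nM protein and 100% = DMSO wells with 750 nM protein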
# Target sequence (P20393 whole entry, looked up): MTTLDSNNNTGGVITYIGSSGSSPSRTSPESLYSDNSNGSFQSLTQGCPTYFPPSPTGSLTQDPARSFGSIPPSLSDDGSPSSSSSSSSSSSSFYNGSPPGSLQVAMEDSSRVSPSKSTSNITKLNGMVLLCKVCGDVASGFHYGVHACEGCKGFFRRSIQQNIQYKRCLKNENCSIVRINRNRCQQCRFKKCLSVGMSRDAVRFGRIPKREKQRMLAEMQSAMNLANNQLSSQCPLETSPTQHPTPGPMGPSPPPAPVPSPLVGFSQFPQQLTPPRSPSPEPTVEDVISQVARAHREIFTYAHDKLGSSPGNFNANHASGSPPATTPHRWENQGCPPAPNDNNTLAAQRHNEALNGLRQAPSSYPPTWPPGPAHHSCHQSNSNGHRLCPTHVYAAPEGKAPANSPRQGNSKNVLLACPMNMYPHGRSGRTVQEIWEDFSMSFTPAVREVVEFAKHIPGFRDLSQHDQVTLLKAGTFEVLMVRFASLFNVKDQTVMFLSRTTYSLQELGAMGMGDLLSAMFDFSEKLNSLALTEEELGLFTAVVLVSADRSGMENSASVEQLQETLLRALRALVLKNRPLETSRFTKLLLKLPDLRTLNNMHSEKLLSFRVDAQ
# PG9 Ab binder: small molecules binding HIV-1 gp120 antibody PG9. TR-FRET gp120-PG9 antibody binding. inhibition, % at 6.7 µM. 360,000 compounds, 0.43% hits. AID 624416; in the data active means inhibition above about 8.5%
# HTRA1 inhibitor: HTRA1 (human) protease inhibition. Q92743. recombinant HTRA1, FP-rhodamine activity-based probe, fluorescence polarization. inhibition, % at 5.96 µM. 340,000 compounds, 0.5% hits. AID 504803; in the data active means inhibition above about 36%;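 further: 0% = enzyme with DMSO and 100% = wells lacking enzyme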
# LEDGF integ inh: blocks HIV-1 LEDGF/p75-dependent DNA integration; inhibition, % at 3.7 µM; TR-FRET IN-LEDGF/p75 DNA integration, Eu/Cy5; 370,000 compounds, 0.64% hits; AID 743269;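 active means inhibition above the screen-wide mean plus 3 SD, cut at about 13% in these data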;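 further: signal is the Cy5 over europium emission ratio at 671 and 618 nm; 0% = plate median of compound wells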
# ABHD4 inh: inhibitors of mouse ABHD4 | Q8VD66 | purified mABHD4, FP-Rh probe fluorescence polarization | inhibition, % at 8.92 µM | 370,000 compounds, 0.54% hits;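 active means inhibition exceeding the mean over every tested compound plus 3 SD, cut at about 30% in these data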;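 further: 0% = plate median of compound wells and 100% = S159A mutant with DMSO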
#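 Test system: mABHD4 protein | Buffer or medium: HEPES pH 7.0 buffer, 150 mM NaCl, 0.01% Pluronic F-127 | Probe or stimulus: FP-Rh fluorescent activity-based probe, added after compound pre-incubation | Timing: Pre-incubation 45 min, probe exposure 60 min, at 25 °C | Technique: Fluorescence polarization, excitation 525 nm, emission 598 nm, BODIPY TMR filters | Repeats: Single well per compound (singlicate)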
# TCR-CD3 inh: inhibitors of human TCR-CD3 interaction; AID 651800; TAMRA-labeled TCR probe fluorescence, biochemical; 360,000 compounds, 0.37% hits; inhibition, % at 9.4 µM; in the data active means inhibition above about 19%;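 further: recombinant mutant TCR 2C K166C tagged with TAMRA read by polarization; 0% = receptor in buffer alone and 100% = receptor with positive control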
# rCAG RNA binder: binds r(CAG) RNA repeats; inhibition, % at 3 µM; AID 651821; r(CAG) RNA repeat, TO-PRO-1 dye displacement fluorescence; 370,000 compounds, 1.3% hits;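 active means inhibition above the plate cutoff, the mean of all test compounds on that plate plus 3 SD, cut at about 35% in these data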;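 further: 0% = DMSO alone and 100% = 100 µM mitoxantrone as full dye displacement; higher means more dye released from RNA so lower well fluorescence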
# TDP2 absorb: blocks human TDP2 phosphodiesterase activity. AID 720702. inhibition, % at 12.8 µM. O95551. recombinant TDP2, T5PNP hydrolysis, p-nitrophenol absorbance 415 nm. 370,000 compounds, 0.34% hits;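 active means inhibition above the mean of all tested compounds plus 3 SD, set per campaign, cut at about 25% in these data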;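 further: 0% = DMSO with enzyme and 100% = buffer with substrate but no TDP2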
#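 Material: recombinant human TDP2; quantity: TDP2 enzyme at 120 nM final; medium: Tris-HCl pH 7.5 with MgCl2; compound: single concentration, 12.8 µM nominal, with 1% DMSO; incubation: 2 h enzyme incubation at 37 °C; signal: epi absorbance; measure: percent inhibition; benchmarks: high control without enzyme, low control DMSO plus TDP2; repeats: singlicate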
# SIAE inh: inhibitors of human sialic acid acetylesterase SIAE. Q9HAT2. SIAE FP-Rh probe binding, fluorescence polarization. inhibition, % at 9.66 µM. 370,000 compounds, 0.69% hits. AID 1053197;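 active means inhibition above a cutoff: mean of compounds within the control limits plus 3 SD of those, cut at about 17% in these data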;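 further: 0% = plate median of compound wells and 100% = probe without SIAE protein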
# Target sequence (Q9HAT2 whole entry, looked up): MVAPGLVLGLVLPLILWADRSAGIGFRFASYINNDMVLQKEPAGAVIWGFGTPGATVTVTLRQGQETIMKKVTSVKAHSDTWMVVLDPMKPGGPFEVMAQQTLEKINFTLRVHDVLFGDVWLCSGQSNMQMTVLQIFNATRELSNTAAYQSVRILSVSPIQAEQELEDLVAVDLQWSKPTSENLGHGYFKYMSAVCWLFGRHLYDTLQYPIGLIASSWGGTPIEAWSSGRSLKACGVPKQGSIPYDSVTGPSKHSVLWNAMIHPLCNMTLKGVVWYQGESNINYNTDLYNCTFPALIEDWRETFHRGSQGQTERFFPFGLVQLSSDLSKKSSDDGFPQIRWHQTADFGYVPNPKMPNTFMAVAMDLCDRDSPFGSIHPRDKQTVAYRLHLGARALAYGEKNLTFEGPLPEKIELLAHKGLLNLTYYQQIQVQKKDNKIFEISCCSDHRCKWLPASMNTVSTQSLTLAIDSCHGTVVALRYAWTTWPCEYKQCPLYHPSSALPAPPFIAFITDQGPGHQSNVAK
# The depositor's hits bear a star; · = not tested or not shown; & = joins results of further samples. These rows are one share of the data. The share of hits here may be higher or lower than overall.
SMILES,PRMT1 inh,NR1D1 modulator,PG9 Ab binder,HTRA1 inhibitor,LEDGF integ inh,ABHD4 inh,TCR-CD3 inh,rCAG RNA binder,TDP2 absorb,SIAE inh
COc1cc2ncnc(NCc3ccccc3F)c2cc1OC,-4,-2,-3.0,-7,-2,1,1,-5,-6,-3
Cc1ccc(C)c(NC(=O)CCc2c(C)nn(-c3ccc(N4CCCCC4)nn3)c2C)c1,-3,5,1.2,1,4,-5,8,-6,-2,4
CN(C)CCCN(C(=O)c1ccc2c(c1)CCCC2)c1nc2ccc(F)cc2s1,-1,0,0.2,-11,0,19,3,-3,-2,6
CN(C)c1ccc(/C=C2/SC(=O)N(CCN=C3NS(=O)(=O)c4ccccc43)C2=O)cc1,-3,-26,-1.0,1,2,3,6,9,-1,-7
CC(C)Sc1nc(N2CCOCC2)c2c3c(sc2n1)COC(C)(C)C3,2,-2,1.7,-3,-2,-4,3,1,-3,-5
O=C(NCC(=O)N1CCCC1)c1ccc(Cl)cc1,-4,-1,-1.3,-6,3,0,-2,-1,-8,4
Cc1ccc(Cn2c(=O)c3c(nc4n3CCCN4Cc3ccccc3)n(C)c2=O)cc1,0,8,-1.3,3,3,-5,-8,0,-6,1
O=C(NC1CC1)C1=C[C@@H](C2CC2)C[C@@H](OCCCCO)O1,0,-1,-0.4,2,0,3,5,-2,5,1
CC(C)OCc1c(C(=O)Nc2nccs2)oc2ccccc12,2,2,-0.6,7,-2,-1,-3,-2,2,-4
COCCNC(=O)C(=O)NCC1OCCN1S(=O)(=O)c1ccc(F)cc1 (stereo not given),-7,4,0.9,-1,5,4,6,4,-9,-2
Cc1cccc(C)c1OCc1nnc(SCC(=O)NCc2ccccc2)o1,5,0,0.6,-6,-2,7,-2,-7,-6,-4
COc1cc(C2C3=C(CC(C)(C)CC3=O)Nc3ccccc3N2C(C)=O)cc(OC)c1OC (stereo not given),2,0,-0.8,0,-7,0,2,1,1,-14
COc1ccc([C@H]2CC(=O)C=C(c3cccc(C(C)C)c3)C2)cc1,0,-2,0.2,-47,-1,-3,6,-3,-7,-7
Cc1cc(C(=O)N2CCN(c3ccc(C(F)(F)F)cn3)CC2)c(C)o1,0,2,-1.6,1,-1,-1,3,-10,2,-3
c1cc(-c2n[nH]c(-c3ccncc3)n2)ccn1,-1,1,-1.6,-3,5,-5,2,2,-20,-4
O=C(CS(=O)(=O)c1cn(Cc2ccc(Cl)cc2)c2ccccc12)N1CCCCC1,-2,-5,-1.8,4,-1,2,8,3,10,3
O=C(COC(=O)/C=C/c1ccc(F)cc1)Nc1ccc2[nH]c(=O)[nH]c2c1,0,4,0.5,1,3,0,0,-1,4,8
CCC(C)(C)n1nnnc1CN(Cc1ccc(Cl)cc1)Cc1ccco1,1,0,1.0,-21,-1,-11,1,6,-5,0
CCOC(=O)c1c2ccc(OCC(=O)NN)cc2n2ccccc12,2,1,-11,11,23*,20,2,6,4,6
CN(C)c1nc2n(c(=O)n1)CCS2,0,0,-0.1,3,-2,0,1,4,-4,-4
COc1ccc(OCC(=O)Nc2c(C(=O)N(CCN(C)C)Cc3ccco3)oc3ccccc23)cc1,1,-2,-1.5,-6,-1,3,2,-7,2,0
COc1ccc(OCC(O)Cn2c(N)nc3c2c(=O)[nH]c(=O)n3C)cc1 (stereo not given),0,2,0.8,8,-6,2,-6,-2,-8,1
Cc1cc(Nc2ccc(Br)cc2F)n2nc(C)nc2n1,3,3,0.4,2,4,-4,-5,1,-5,6
O=[N+]([O-])c1ccc(Cn2ccc3ccc(-c4ccc5ccn(Cc6ccccc6)c5c4)cc32)cc1,7,-1,·,·,-4,2,·,16,6,-4

# Given as labelled records: entries from further up
CC(C)Sc1nc(N2CCOCC2)c2c3c(sc2n1)COC(C)(C)C3
  PRMT1 inh = 2
  NR1D1 modulator = -2
  PG9 Ab binder = 1.7
  HTRA1 inhibitor = -3
  LEDGF integ inh = -2
  ABHD4 inh = -4
  TCR-CD3 inh = 3
  rCAG RNA binder = 1
  TDP2 absorb = -3
  SIAE inh = -5

O=C(NCC(=O)N1CCCC1)c1ccc(Cl)cc1
  PRMT1 inh = -4
  NR1D1 modulator = -1
  PG9 Ab binder = -1.3
  HTRA1 inhibitor = -6
  LEDGF integ inh = 3
  ABHD4 inh = 0
  TCR-CD3 inh = -2
  rCAG RNA binder = -1
  TDP2 absorb = -8
  SIAE inh = 4

# Continued.
SMILES,PRMT1 inh,NR1D1 modulator,PG9 Ab binder,HTRA1 inhibitor,LEDGF integ inh,ABHD4 inh,TCR-CD3 inh,rCAG RNA binder,TDP2 absorb,SIAE inh
COc1ccc(-c2nc(CSCC(=O)NCCC3=CCCCC3)c(C)o2)cc1OC,2,6,0.6,1,-1,-3,-4,-10,-2,-6
COc1ccc(S(=O)(=O)Nc2ccccc2C(=O)N2CCOCC2)cc1F,-3,2,-0.4,8,0,2,8,3,10,-6
NS(=O)(=O)c1ccc(NC(=O)c2cc(-c3ccccc3O)n[nH]2)cc1,-2,-5,-0.5,-21,-1,-16,-5,12,-6,-2
COc1ccc(S(=O)(=O)N2CCN(CC(=O)c3[nH]c(C)c(C(C)=O)c3C)CC2)cc1OC,1,3,-0.4,4,0,2,-3,2,10,-3
O=C/C(=C\Nc1ccccn1)c1nc2ccccc2o1,1,0,-2.2,-9,2,9,1,6,8,-4
COc1c(C(=O)Nc2ccc(CN3CCOCC3)cc2)cc2ccccc2c1Br,-1,2,1.5,-13,3,-2,-4,-5,-10,-4
CN(C)C(=O)C(OC(=O)c1ccc2c(c1)CCCC2)c1ccccc1 (stereo not given),-3,0,-1.9,-9,-2,-5,2,-6,-4,-2
CCOC(=O)N1CCC(NC(=O)C2CCN(C(=O)N3CC(C)Oc4ccc(C)cc43)CC2)CC1 (stereo not given),-2,0,-0.1,1,4,-5,4,-9,-3,-8
COC(=O)C1=C(C)N(CCc2ccc(OC)c(OC)c2)C(=O)/C1=C\N(C)C,4,-5,0.7,-5,0,7,-2,10,0,2
Cc1cc(C)c(S(=O)(=O)N2CCOC2CNC(=O)C(=O)NCCCN2CCOCC2)c(C)c1 (stereo not given),0,-2,-1.8,6,1,1,-2,-5,1,-2
CC1(C)Cc2ccccc2-c2nc3ccccc3c(=O)n21,2,2,-0.4,-5,3,-3,3,-3,5,-4
CC1=CN2C(=N)/C(=C/c3cn(CCCOc4ccccc4C)c4ccccc34)C(=O)N=C2S1,1,4,2.5,-3,0,0,-1,0,12,-3

# Eleven consecutive compounds already listed, quoted:
SMILES,PRMT1 inh,NR1D1 modulator,PG9 Ab binder,HTRA1 inhibitor,LEDGF integ inh,ABHD4 inh,TCR-CD3 inh,rCAG RNA binder,TDP2 absorb,SIAE inh
COc1ccc(S(=O)(=O)Nc2ccccc2C(=O)N2CCOCC2)cc1F,-3,2,-0.4,8,0,2,8,3,10,-6
NS(=O)(=O)c1ccc(NC(=O)c2cc(-c3ccccc3O)n[nH]2)cc1,-2,-5,-0.5,-21,-1,-16,-5,12,-6,-2
COc1ccc(S(=O)(=O)N2CCN(CC(=O)c3[nH]c(C)c(C(C)=O)c3C)CC2)cc1OC,1,3,-0.4,4,0,2,-3,2,10,-3
O=C/C(=C\Nc1ccccn1)c1nc2ccccc2o1,1,0,-2.2,-9,2,9,1,6,8,-4
COc1c(C(=O)Nc2ccc(CN3CCOCC3)cc2)cc2ccccc2c1Br,-1,2,1.5,-13,3,-2,-4,-5,-10,-4
CN(C)C(=O)C(OC(=O)c1ccc2c(c1)CCCC2)c1ccccc1 (stereo not given),-3,0,-1.9,-9,-2,-5,2,-6,-4,-2
CCOC(=O)N1CCC(NC(=O)C2CCN(C(=O)N3CC(C)Oc4ccc(C)cc43)CC2)CC1 (stereo not given),-2,0,-0.1,1,4,-5,4,-9,-3,-8
COC(=O)C1=C(C)N(CCc2ccc(OC)c(OC)c2)C(=O)/C1=C\N(C)C,4,-5,0.7,-5,0,7,-2,10,0,2
Cc1cc(C)c(S(=O)(=O)N2CCOC2CNC(=O)C(=O)NCCCN2CCOCC2)c(C)c1 (stereo not given),0,-2,-1.8,6,1,1,-2,-5,1,-2
CC1(C)Cc2ccccc2-c2nc3ccccc3c(=O)n21,2,2,-0.4,-5,3,-3,3,-3,5,-4
CC1=CN2C(=N)/C(=C/c3cn(CCCOc4ccccc4C)c4ccccc34)C(=O)N=C2S1,1,4,2.5,-3,0,0,-1,0,12,-3

# More records:
SMILES,PRMT1 inh,NR1D1 modulator,PG9 Ab binder,HTRA1 inhibitor,LEDGF integ inh,ABHD4 inh,TCR-CD3 inh,rCAG RNA binder,TDP2 absorb,SIAE inh
CCc1nnc(NC(=O)CCC(=O)N2CCN(Cc3ccc(OC)c(F)c3)CC2)s1,-1,5,0.8,6,1,4,4,-5,-1,4
CCN1CCN(c2cc(C)c3cc(NC(=O)CCC(=O)Nc4ccc(OC)cc4OC)ccc3n2)CC1,2,4,-1.2,1,-11,-4,-9,-7,-3,6
CC(C)n1cc(/C=C/c2cc[n+](C)cc2)c2ccccc21,31*,209*,-8.0,-7,-4,-9,7,-344,-2,-2
c1cc2nnnn2nc1N1CCCCCC1,0,3,1.2,0,0,-1,2,1,5,-3
Cc1cc2nc(C)n(CCCNC(=O)Nc3ccc(C#N)cc3)c2cc1C,2,-1,1.1,-14,-3,2,8,2,-1,-4
CN(CCC1CCOCC1)C(=O)C1CCC(=O)N(CCc2cccc(F)c2)C1 (stereo not given),-1,4,0.5,5,1,-8,-2,-4,0,0
CN(C)S(=O)(=O)c1ccc(C(=O)Nc2ccnn2C2CCCCC2)cc1,-2,-1,0.7,1,2,2,2,-1,2,1
C=CCn1c(SCc2ccc(C(=O)NCCO)cc2)nc2sc(C)c(C)c2c1=O,0,4,0.3,-24,0,-11,6,0,-3,-6
O=C(CN1C(=O)C2C3C=CC(C4CC34)C2C1=O)Oc1ccccc1 (stereo not given),1,-1,-0.6,3,0,3,7,-5,3,-3
COc1ccc(-c2csc(NC(=O)c3c(C)noc3C)n2)cc1OC,3,3,-0.2,0,-1,-1,2,1,9,6
CC(C)NCC(O)COc1ccc(CC(N)=O)cc1 (stereo not given),1,-5&0,-0.4,6,2,5,8,2,8,-4
CCCC(C(=O)NC1CCCC1)N(C(=O)Cn1nnc(-c2ccc(C)o2)n1)c1cccc(O)c1 (stereo not given),-1,-1,-0.1,-20,5,-6,0,1,-2,-1
COc1ccc(C)cc1S(=O)(=O)N(C)CC(=O)NC1CC1,-2,1,-3.7,-5,-4,-6,6,3,4,5
CC(C)CCNC(=O)C1CC(c2cccc([N+](=O)[O-])c2)=NO1 (stereo not given),0,-3,-0.2,-4,-1,4,6,-3,0,4
O=C(NCc1ccco1)C(c1ccco1)N(C(=O)Cn1nnc2ccccc21)c1ccc2c(c1)CCC2 (stereo not given),2,5,-2.2,-8,2,-8,4,0,5,4
Cc1cccc(C(=O)Nc2nc(C)c(C(=O)Nc3ccc4c(c3)CCC4)s2)c1,1,5,1.4,-96,1,15,2,10,-6,-44
